Bioassay records: PubChem BioAssay, National Center for Advancing Translational Sciences (NCATS)
TbPYK inhibitor – blocks Trypanosoma brucei pyruvate kinase. TbPYK enzyme, Kinase-Glo Plus ATP luminescence, 45 min. Potency, µM (titrated, usually from 76.8 µM), for the others: top-dose activity, negative = inhibition, hits mostly inhibitors. actives 0.12% (n = 410,000); further: nearly all actives have a fitted effect of over 50% in size
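In this concentration-response screen, enzyme-free wells defined baseline while DMSO plates tracked drift. Each reaction combined TbPYK, substrate, compound and 130 uM ADP for 45 min at room temperature. Kinase-Glo Plus luminescence gave the signal.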
HCV inhibitor – inhibitors of hepatitis C virus infection | Huh7.5.1 HCVcc-Cre infection, luciferase reporter, 44 h | Potency, µM (series often up to 41.8 µM), for the others: at the highest dose activity change, negative = inhibition, usual class: inhibitors | actives 3.4% (n = 340,000) | AID 651820
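A cell-based infection assay in which seeded cells (1,000 per well) receive test compound after 4 h, are inoculated with HCVcc-Cre at approximately 0.5 moi, and are incubated 44 h before luminescence detection.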
Sm TGR block – S. mansoni TGR enzyme inhibition | Q962Y6 | purified TGR, DTNB reduction, TNB absorbance 405 nm | Potency, µM (highest dose often 114 µM), for the others: at the highest dose activity change, negative = inhibition, actives largely listed as inhibitors | actives 3% (n = 360,000); further: nearly all actives have a fitted effect of over 60% in size
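TGR 20 nM + NADPH 100 uM (dispensed conc.), cpd preinc 15 min RT; start with NADPH (500 uM addition) then DTNB (15 mM addition). Kinetic TNB absorbance, 405 nm filter. Four-parameter Hill fit across titration.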
Pf growth 96h – P. falciparum growth inhibition at 96 hour, primary screen for plastid delayed-death inhibitors; Potency, µM (top dose mostly 28.7 µM), for the others: at the top dose activity change, negative = inhibition, usual class: inhibitors; actives 6.9% (n = 320,000); P. falciparum luciferase reporter growth, 96 h; AID 504834
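96 h incubation, 37 C, 5% CO2, of luciferase-reporter P. falciparum-infected RBCs (2% hematocrit, 0.05% parasitemia final) with test compounds; endpoint luminescence.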
Pf growth 48h – inhibits P. falciparum growth in the first generation, 48 h | P. falciparum luciferase growth in erythrocytes, 48 h | Potency, µM (highest dose often 28.7 µM), without a hit: at the top dose activity change, negative = inhibition, hits mostly inhibitors | actives 5.9% (n = 310,000)
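Compounds are pin-transferred into medium, infected erythrocytes (2% hematocrit, 0.1% parasitemia final) are added, and plates sit one parasite generation at 37 C in 5% CO2. Detection reagent is then added and luminescence measured.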
LmPK inhibitor – LmPK (Leishmania mexicana) enzyme inhibition | actives 0.37% (n = 290,000) | Potency, µM (titrated, usually from 57.5 µM), inactives show top-dose activity change, negative = inhibition, usual class: inhibitors | purified LmPK, Kinase-Glo ATP luminescence, 1 h | Q27686
Target sequence (Q27686 whole entry, looked up): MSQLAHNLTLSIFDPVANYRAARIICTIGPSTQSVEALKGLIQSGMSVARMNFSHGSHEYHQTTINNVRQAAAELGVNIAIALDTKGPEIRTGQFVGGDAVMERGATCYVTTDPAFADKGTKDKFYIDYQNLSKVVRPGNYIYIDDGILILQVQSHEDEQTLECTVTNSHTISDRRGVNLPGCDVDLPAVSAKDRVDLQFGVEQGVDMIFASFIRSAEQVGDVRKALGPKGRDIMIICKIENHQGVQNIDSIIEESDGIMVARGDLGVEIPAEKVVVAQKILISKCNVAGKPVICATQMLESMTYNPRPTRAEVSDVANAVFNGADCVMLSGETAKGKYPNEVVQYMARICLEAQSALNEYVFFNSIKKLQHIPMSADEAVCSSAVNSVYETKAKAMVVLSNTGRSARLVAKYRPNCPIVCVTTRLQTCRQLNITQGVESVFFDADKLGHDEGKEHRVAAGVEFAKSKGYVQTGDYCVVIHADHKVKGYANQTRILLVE
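In 50 mM imidazole pH 7.2 with 7 mM MgCl2, LmPK (0.1 nM) turned over PEP (0.5 mM) and ADP (0.1 mM) for 1 h at room temperature. Luciferase read-out of ATP.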
* hit, by the source's call; ? = inconclusive; . = not tested or not shown; & = joins results of further samples; [ ] = another dose, or the depositor's remark. The call rests on the fitted dose curve; in most records, active means well fitted curve in the direction sought with a large enough effect; inconclusive means small, poorly fitted or top-dose-only effect, or another doubt; inactive means no such curve, though single readings can be large; an effect the other way counts as inactive or inconclusive. On the % scale 0 is the no-effect control and ±100 the full control effect; potency means the concentration at half of the fitted maximal effect.

canonical_smiles | TbPYK inhibitor | HCV inhibitor | Sm TGR block | Pf growth 96h | Pf growth 48h | LmPK inhibitor
CC(=O)NC(CC(=O)OCC(=O)c1c(N)n(CC(C)C)c(=O)n(C)c1=O)c1ccccc1 (centres undefined) | 1% | -7% | 4% | 9.3µM* | 12µM* | .
COc1ccc(C2C(=O)c3ccccc3C2=O)cc1OC | -13% | 2% | -5% | ? | 104% | -8%
O=C(c1ccc(N2CCCS2(=O)=O)cc1)N1CCN(c2ccccc2)CC1 | 1% | -7% | -2% | 3% | 29% | -1%
Cc1ccc(Cn2c(=O)c3ccccc3n3nc(C)cc23)cc1 | 0% | -18% | 23% | ? | ? | 5%
COCCSc1nnc(NC(=O)Cc2cccs2)s1 | -17% | 1% | -4% | . | -7% | 1%
O=C(COC(=O)C1CC1)Nc1ncc(C(F)(F)F)cc1Cl | -3% | -7% | 1% | -2% | 13% | -1%
CC(C)Cn1c(=O)c(-[n+]2ccccc2)c([O-])c2ccccc21 | 3% | 2% | -7% | 13µM* | -4% | -3%
CCC(CC)C(=O)OCC(=O)NC12CC3CC(CC(C3)C1)C2 | -6% | 25% | -15% | 26% | . | 2%
CCN1C(=O)[C@@H]2[C@@H](c3ccc(SC4CCCCC4)cc3)N3CCCC[C@@]3(C(=O)OC)[C@@H]2C1=O | -4% | -4% | ? | 12µM* | ? | .
CCc1ccc(CN(C)C(C)C(=O)Nc2ccc(S(=O)(=O)N3CCCC3)cc2)cc1 (centres undefined) | 3% | ? | 1% | ? | ? | .
O=C1c2oc3ccc(Cl)cc3c(=O)c2C(c2cccc(Br)c2)N1CCO (centres undefined) | -7% | ? | 1% | 1%[5.75 µM] | 12µM* | 5%
COc1ccc(CCNC(=O)COc2ccccc2[N+](=O)[O-])cc1OC | -9% | -12% | -16% | -25% | -23% | 5%
COc1cc(OC)cc(C(=O)NNC(=O)CN2C(=O)NC(C)(c3ccccc3)C2=O)c1 (centres undefined) | -6% | 0% | 1% | 34%[activator] | ? | .
Cc1c(Cl)c([N+](=O)[O-])nn1CCCC(=O)N(Cc1ccccc1)Cc1ccccc1 | 3% | -3% | -13% | ? | ? | 3%
COc1cccc(CNC(=O)C2CCN(S(=O)(=O)c3cccc4cccnc34)CC2)c1 | 0% | -7% | -13% | 13% | 20% | 1%
COc1ccc(Cc2n[nH]c(=S)n2C)cc1Br | ? | -11% | 32µM* | 1% | 25% | 7%
O=C(NC(=S)N1CCN(c2ccc([N+](=O)[O-])cc2Cl)CC1)c1ccco1 | 8% | 32%[activator] | -25% | ? | -20% | -7%
CC1(C)C2CCC1(CS(=O)(=O)Nc1ccccc1)C(=O)C2 (centres undefined) | 1% | 6% | -7% | 6% | 1% | -2%
CC1CC(C)CN(C(=O)CCNC(=O)Cn2ccc3ccccc3c2=O)C1 (centres undefined) | -5% | 15% | -4% | ? | 5% | 6%
COc1ccc(C(=O)Nc2ccc(NC(C)=O)cc2)cc1S(=O)(=O)N(C)Cc1ccccc1 | -4% | ? | 7% | 4.7µM* | ? | .
CC(=O)Oc1ccc2c(=O)oc(-c3ccccc3C)nc2c1 | -3% | 4% | 0% | 72%[activator] | -3% | 4%
COc1ccc(CCN2C(=O)C(C)=C(C)C2=O)cc1OC | 15% | -11% | 0% | ? | 11% | 1%
COc1ccc(NC(=O)CN(C)S(=O)(=O)c2cnc[nH]2)cc1Cl | 0%&1% | 20% | -15%&0% | ? | 31%[activator] | -5%
CC(C)n1nc(C(=O)OCC(=O)c2c[nH]c3ccccc23)c2ccccc2c1=O | 0% | ? | 0% | 6.6µM* | . | 10%
COc1ccc(/C=C2/C(=O)OCc3cc(OC)c(OC)cc32)c(OC)c1 | -14% | -3% | -1% | 80%[activator] | 22% | -2%
CC(CC(=O)NCCc1ccc(Cl)cc1)S(=O)(=O)c1ccc2c(c1)NC(=O)CO2 (centres undefined) | 1% | -4% | 0% | ? | 2% | -10%
CSc1cccc(CN2CCN(Cc3ccccc3)C(CCO)C2)c1 (centres undefined) | -2% | -3% | -12% | 0% | -16% | 10%
COc1cccc(CNC(=O)CSc2nnc3c(n2)[nH]c2ccc(F)cc23)c1 | 1% | 12% | 6% | ? | 6% | -2%
CSCCC(C(=O)O)N1C(=O)c2ccc(C(=O)O)cc2C1=O (centres undefined) | -3% | 2% | 0% | . | 3% | -11%
CCOC(=O)CC(NC(=O)Cc1ccccc1)c1ccccc1Cl (centres undefined) | 7% | 2% | -19% | ? | 35%[activator] | 0%
COc1ccc(C(=O)C2CCCN(Cc3cnc(C)s3)C2)c(OC)c1 (centres undefined) | -2% | ? | 2% | ? | 11% | 0%
COc1ccc(C2/C(=C(\O)c3cc(C)ccc3C)C(=O)C(=O)N2CCN(C)C)cc1OC (centres undefined) | 3% | -3% | 0% | ? | -4% | 1%
Cc1ccc(Nc2nnc(C3C(=O)N(C)C4(C)CC3c3cc(Br)ccc3O4)s2)cc1 (centres undefined) | 0% | -26% | -2% | 20% | 0% | 0%
COc1ccc(NS(=O)(=O)c2cccc(C(=O)NNC(=O)c3cncc(Br)c3)c2)cc1 | 9% | ? | 3% | -3% | 4% | .
Cc1c(C(Nc2ccccn2)c2ccc(Cl)cc2)c(=O)n(-c2ccccc2)n1C (centres undefined) | 2% | 18% | -21% | . | -11% | 3%
COc1ccc(S(=O)(=O)NC(C)C(=O)NCC2CCCO2)cc1OC (centres undefined) | -12% | 10% | 2% | ? | 3% | -3%
CN(C)CCNC(=O)c1ccccc1-c1ccccc1 | -1% | -8% | -17% | . | -5% | -8%
COCCn1c(C)cc(C(=O)COC(=O)/C=C/c2c(C)nn(C3CCS(=O)(=O)C3)c2Cl)c1C (centres undefined) | -2% | -19% | -2% | ? | ? | .
CN(CC(=O)Nc1ccccc1C(F)(F)F)C(=O)c1ccc(N2C(=O)CCC2=O)cc1 | 0% | 17% | 3% | 28% | 2% | .
COc1ccc(NC(=O)NCc2ccc(Cl)cc2)cc1 | 0% | 8% | 5% | 3% | 12% | 2%
CCCC(C)NC(=O)C1CCN(C(=O)C2CC(=O)N(c3ccc(C)cc3)C2)CC1 (centres undefined) | 1% | -4% | 3% | 332%[activator] | 14% | 0%
CCOC(=O)C(=NC1CCS(=O)(=O)C1)NNc1ccc(Br)cc1 (centres undefined) | 1% | -24% | ? | 26% | -12% | 6%
CCn1nc(C(=O)Nc2cccc(S(=O)(=O)N3CCCC3)c2)c2ccccc2c1=O | -6% | ? | -9% | ? | 13µM* | .
O=C1C(=O)c2ccccc2C(O)=C1c1ccccc1F | -2% | 12% | -4% | ? | ? | -12%
O=C(COc1cccc2cccnc12)N/N=C/c1cccn1-c1ccc(F)cc1 | 1% | -27% | 18% | ? | ? | -1%
CCC(C)C(=O)Nc1nc2ccc(S(C)(=O)=O)cc2s1 (centres undefined) | 1% | -7% | 6% | ? | 9% | 1%
O=C(CSc1nc2ccccc2c(=O)n1-c1ccc(F)cc1)Nc1ccc(C(=O)O)cc1 | -2% | 2% | -2% | -12% | -20% | 1%
O=C(Nc1ccc(F)cc1)c1ccc(C(=O)N2CCCC(O)C2)cc1 (centres undefined) | -4% | 8% | 4µM* | 101%[activator] | 1% | .
CCCNC(=O)CN(Cc1ccccc1F)S(=O)(=O)c1ccc(C)cc1 | -3% | -19% | -4% | . | ? | 6%
O=C(CCC(=O)Nc1ccccc1)NNC(=O)COc1ccccc1 | -11% | -3% | -1% | 17% | 11% | -2%

Some of the entries so far, with each value named.
> CCOC(=O)CC(NC(=O)Cc1ccccc1)c1ccccc1Cl (centres undefined)
  TbPYK inhibitor: 7% | HCV inhibitor: 2% | Sm TGR block: -19% | Pf growth 96h: ? | Pf growth 48h: 35%[activator] | LmPK inhibitor: 0%

> COc1ccc(C(=O)C2CCCN(Cc3cnc(C)s3)C2)c(OC)c1 (centres undefined)
  TbPYK inhibitor: -2% | HCV inhibitor: ? | Sm TGR block: 2% | Pf growth 96h: ? | Pf growth 48h: 11% | LmPK inhibitor: 0%

> COc1ccc(C2/C(=C(\O)c3cc(C)ccc3C)C(=O)C(=O)N2CCN(C)C)cc1OC (centres undefined)
  TbPYK inhibitor: 3% | HCV inhibitor: -3% | Sm TGR block: 0% | Pf growth 96h: ? | Pf growth 48h: -4% | LmPK inhibitor: 1%

> Cc1ccc(Nc2nnc(C3C(=O)N(C)C4(C)CC3c3cc(Br)ccc3O4)s2)cc1 (centres undefined)
  TbPYK inhibitor: 0% | HCV inhibitor: -26% | Sm TGR block: -2% | Pf growth 96h: 20% | Pf growth 48h: 0% | LmPK inhibitor: 0%

(more compounds)
canonical_smiles | TbPYK inhibitor | HCV inhibitor | Sm TGR block | Pf growth 96h | Pf growth 48h | LmPK inhibitor
Cc1ccc(Nc2nc(N)nc(CSC(=S)N3CCOCC3)n2)cc1 | -6% | -28% | -20% | 222%[activator] | 99%[activator] | 0%
CCOc1ccc(N2C(=O)C3C(c4ccccc4F)NN(C(=O)c4ccc(C)cc4)C3C2=O)cc1 (centres undefined) | 3% | -4% | 50µM* | -9% | 13% | 1%
CCN1CCN(C(=O)c2cn(CC)c3ccc(S(=O)(=O)N(C)C)cc3c2=O)CC1 | 1% | 15% | -3% | ? | 5% | -5%
CC(CNC(=O)c1cc(COc2ccc3ncccc3c2)on1)c1ccccc1 (centres undefined) | 2% | ? | -9% | -2% | ? | 6%
CNS(=O)(=O)c1cc(OC)c(OC)cc1CC(=O)OC | -4% | 18% | 0% | 2% | -9% | 1%
COc1ccc([N+](=O)[O-])cc1C(=O)Nc1ccc(OCC(=O)N2CCOCC2)cc1 | 3% | 1% | -9% | 17% | -10% | -4%
S=c1[nH]nc(-c2cccs2)n1Cc1ccccc1 | ? | 12% | 5% | 35%[activator] | 12% | -13%
O=[N+]([O-])c1cc2c(cc1CNCCc1ccc3c(c1)OCO3)OCO2 | -7% | ? | -27% | -20% | 12% | -10%
CN1CCN(C(=O)NC2CCCN2S(=O)(=O)c2ccc(Cl)cc2)CC1 (centres undefined) | -1% | 38%[activator] | -18% | . | 13% | -7%
O=C(CCCNc1ccccc1)N/N=C/c1cccs1 | -20% | 3% | 14% | 17% | -1% | 2%
COC(=O)c1ccc(-c2nc(O)c(C)s2)cc1 | -16% | 15% | . | 18% | 10% | -3%
Cc1ccc(-n2c(=O)[nH]cc(C(=O)Nc3ccc4c(c3)OCCO4)c2=O)cc1 | 3% | 18% | -4% | . | 10% | 1%
COc1cc(/C=N/NC(=O)COc2ccccc2[N+](=O)[O-])ccc1OC(=O)c1ccco1 | -12% | 17% | -18% | ? | 66%[activator] | 4%
CCO[C@H]1OC(C(=O)NC2CC2)=C[C@@H](c2ccccc2)[C@@H]1CCCO | -2% | 13%[8.37 µM] | 8% | 51%[activator] | -20% | -2%
O=C(COc1ncnc2ccccc12)Nc1cc([N+](=O)[O-])ccc1Cl | -15% | 0% | 2% | ? | 5% | 2%
O=C1SC(SCc2ccccc2)=N/C1=C\c1ccc(C(=O)O)cc1 | 4% | 12% | -30% | -17% | 13% | 10%
O=C(Nc1cccc(F)c1)c1cccnc1NCCc1ccccc1 | -6% | ? | -6% | ? | -12% | 3%
COc1cc(-c2ccc(NC(C)=O)c(OC)c2)ccc1NC(C)=O | 2% | -18% | 4% | 14% | 23% | -1%
Cc1ccccc1/C=C/c1nc2ccccc2c(=O)[nH]1 | 7% | -24% | 10% | 97%[activator] | 253%[activator] | -16%
Cc1cccc(-c2n[nH]c(=S)n2C)c1 | ? | 15% | -17% | 7% | 8% | -4%
CC(C)OCCCNC(=O)c1ccc(CN2CCc3ccccc3C2)cc1 | 1% | ? | -6% | -37% | -5% | -3%
COCCOC(=O)c1nccnc1C(=O)Nc1ccc(S(=O)(=O)N2CCOCC2)cc1 | -8% | 2% | 3% | 22% | 3% | -3%
